High-throughput results (PubChem BioAssay)
TWEAK-Fn14 inh: inhibitors of TWEAK-Fn14 signaling, primary screen, luciferase reporter cells, uHTS; TWEAK-stimulated Fn14 reporter cells, luciferase luminescence, 8 h; inhibition, % at 10 µM; actives 2% (n = 360,000); AID 1159606, 2016; in the data active means inhibition above about 50%
NCOA1 inh: SRC1 coactivator transcriptional activity inhibitors, primary screen, cell-based, luminescence; Nuclear receptor coactivator 1 (Homo sapiens), Q15788; HEK293 GAL4-SRC1 luciferase reporter; inhibition, % at 3.6 µM; actives 0.12% (n = 360,000); AID 588354, 2011;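 active means inhibition above the campaign mean plus 3 SD, with each screening campaign given its own cutoff, cut at about 60% in these data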;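 further: 0% = DMSO treated cells and 100% = gossypol at 36 µM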
Target sequence (Q15788 whole entry, looked up, the tested form may be a part): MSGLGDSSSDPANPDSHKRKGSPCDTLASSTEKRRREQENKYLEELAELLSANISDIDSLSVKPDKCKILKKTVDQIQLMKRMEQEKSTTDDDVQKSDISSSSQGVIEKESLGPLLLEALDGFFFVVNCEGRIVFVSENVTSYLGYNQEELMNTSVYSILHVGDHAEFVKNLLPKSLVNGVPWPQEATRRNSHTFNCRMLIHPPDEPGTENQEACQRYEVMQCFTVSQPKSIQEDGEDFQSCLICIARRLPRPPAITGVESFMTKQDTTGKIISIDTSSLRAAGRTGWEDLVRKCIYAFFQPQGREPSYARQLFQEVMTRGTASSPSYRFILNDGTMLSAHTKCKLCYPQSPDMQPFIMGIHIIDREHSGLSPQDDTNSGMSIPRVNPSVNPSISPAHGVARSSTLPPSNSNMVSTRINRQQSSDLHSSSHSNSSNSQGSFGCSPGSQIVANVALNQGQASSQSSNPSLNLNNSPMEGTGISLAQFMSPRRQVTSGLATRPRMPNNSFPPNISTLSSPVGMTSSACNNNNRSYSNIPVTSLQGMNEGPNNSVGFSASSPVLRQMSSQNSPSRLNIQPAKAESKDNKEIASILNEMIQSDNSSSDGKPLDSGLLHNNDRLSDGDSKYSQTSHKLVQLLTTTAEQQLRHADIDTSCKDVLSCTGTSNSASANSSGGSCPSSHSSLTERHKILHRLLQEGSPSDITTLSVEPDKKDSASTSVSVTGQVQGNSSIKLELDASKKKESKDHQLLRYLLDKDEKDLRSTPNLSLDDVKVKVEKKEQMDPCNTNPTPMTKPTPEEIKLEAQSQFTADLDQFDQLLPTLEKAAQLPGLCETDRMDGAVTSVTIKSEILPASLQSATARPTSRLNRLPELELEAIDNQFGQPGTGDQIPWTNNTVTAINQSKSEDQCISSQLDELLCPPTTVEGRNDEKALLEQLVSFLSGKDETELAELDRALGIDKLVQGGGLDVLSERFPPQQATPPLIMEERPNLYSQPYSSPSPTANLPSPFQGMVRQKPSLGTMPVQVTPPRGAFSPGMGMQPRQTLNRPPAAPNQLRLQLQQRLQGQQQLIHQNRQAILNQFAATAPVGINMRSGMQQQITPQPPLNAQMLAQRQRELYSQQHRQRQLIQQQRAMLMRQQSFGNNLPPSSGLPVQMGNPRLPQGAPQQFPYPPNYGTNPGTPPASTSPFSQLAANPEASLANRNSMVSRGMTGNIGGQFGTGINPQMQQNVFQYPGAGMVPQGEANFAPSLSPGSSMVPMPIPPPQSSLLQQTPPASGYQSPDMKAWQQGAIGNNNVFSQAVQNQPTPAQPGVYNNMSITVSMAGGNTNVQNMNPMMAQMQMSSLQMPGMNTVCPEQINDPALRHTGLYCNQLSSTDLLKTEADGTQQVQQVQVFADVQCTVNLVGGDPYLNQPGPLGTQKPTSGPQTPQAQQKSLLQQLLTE
TRAIL sens C8: viability loss with TRAIL in NB7+C8 cells, primary screen, TRAIL sensitizer project, cell-based, ATPlite luminescence; actives 1% (n = 360,000); inhibition (viability loss, TRAIL sensitization), % at 10 µM; AID 624354, 2012;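 active means compounds causing at least 50% loss of cell viability in the single-dose screen, relative to plate controls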
NOD2 RIPK2 PPI: NOD2-RIPK2 binding disruptors in cells, primary screen, fluorescence, CHO cells, BLA complementation; Receptor-interacting serine/threonine-protein kinase 2 (Homo sapiens), O43353; CCF4 ratio; inhibition, % at 4.98 µM; actives 0.38% (n = 360,000); AID 624267, 2012; in the data active means inhibition above about 21%;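 further: 0% = vehicle only and 100% = reference blocker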
COUP-TFII inh: NR2F2 transcriptional activity inhibitors, primary screen, cell-based, luciferase reporter, HEK293T, luminescence | HEK293T NGFI-A luciferase reporter | inhibition, % at 8.6 µM | actives 0.7% (n = 370,000) | AID 686940, 2013;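 active means inhibition above a per-plate cutoff, mean inhibition of test wells between control levels plus 3 SD, cut at about 38% in these data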;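 further: cells cotransfected with COUP-TFII expression vector driving the NGFI-A reporter; 0% = median of COUP-TF2 test wells and 100% = reporter-only cells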
TROY signal inh: inhibitors of TROY-driven NF-kB signaling, primary screen, Q293 LMP1-TROYcd cells, NF-kB luciferase, uHTS; Q293 LMP1-TROYcd NF-kB luciferase reporter, 4 h; inhibition, % at 10 µM; actives 0.98% (n = 360,000);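 active means compounds whose plate-normalised and pattern-corrected inhibition of the luciferase reporter signal at the single screening dose is 50% or more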
NCOA3 inh: SRC3 coactivator transcriptional activity inhibitors, primary screen, cell-based, luminescence | Nuclear receptor coactivator 3 (Homo sapiens), Q9Y6Q9 | HEK293 GAL4-SRC3 luciferase reporter | inhibition, % at 3.6 µM | actives 0.17% (n = 360,000) | AID 588352, 2011;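 active means inhibition above a per-campaign cutoff, the mean of all compounds plus 3 SD, cut at about 60% in these data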;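 further: 0% = DMSO-treated cells and 100% = gossypol-treated cells at 36 µM; higher means less SRC3-driven luciferase light from the GAL4 reporter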
TLR9-MyD88 inh: inhibitors of TLR9-MyD88 association in cells, primary screen, cell-based, CHO, BLA complementation, fluorescence; inhibition, % at 4.98 µM; CCF4 FRET ratio; Toll-like receptor 9 (Homo sapiens) + Myeloid differentiation primary response protein …; actives 0.21% (n = 340,000);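 active means inhibition above the mean over all tested compounds plus 3 SD, cut at about 21% in these data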;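 further: 0% = DMSO only wells and 100% = clavulanate BLA inhibitor control wells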
EBV LMP1 NFkB: EBV LMP1-driven NF-kappaB luciferase reporter inhibitors, primary screen, cell-based, luminescence, single point. actives 0.69% (n = 350,000). inhibition, % at 12.5 µM. AID 504558, 2011. LMP1-induced NF-kappaB luciferase reporter cells; in the data active means inhibition above about 41%;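 further: 0% = neutral control wells and 100% = reference inhibitor control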
SRC2 inh: inhibition of GAL4-SRC2 driven luciferase reporter, primary screen, SRC2 inhibitor project, cell-based, luminescence; HEK293 GAL4-SRC2 luciferase reporter; inhibition, % at 9 µM; Nuclear receptor coactivator 2 (Homo sapiens), Q15596; actives 0.17% (n = 370,000);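 active means inhibition above the mean inhibition of all tested compounds plus 3 SD, set per campaign, cut at about 52% in these data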;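 further: 0% = DMSO treated cells and 100% = cells given Gossypol at 36 µM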
NR5A2 inv ag: LRH-1 (NR5A2) inverse agonists, primary screen, cell-based, luminescence, HEK293T, StAR-luciferase reporter; Nuclear receptor subfamily 5 group A member 2 (Homo sapiens), O00482; LRH-1 transfected, 24 h; actives 0.13% (n = 360,000); inhibition, % at 3.6 µM;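 active means inhibition above the mean inhibition of all tested compounds plus 3 SD, cut at about 73% in these data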;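 further: 0% = DMSO wells and 100% = reporter-only cells lacking LRH-1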
Starred values were filed as active, the others as inactive; · = no result given. These rows are one share of the data; count on the stated rates, not on these rows.

SMILES | TWEAK-Fn14 inh | NCOA1 inh | TRAIL sens C8 | NOD2 RIPK2 PPI | COUP-TFII inh | TROY signal inh | NCOA3 inh | TLR9-MyD88 inh | EBV LMP1 NFkB | SRC2 inh | NR5A2 inv ag
Cc1ccc(S(=O)(=O)N(C)C)cc1NC(=O)CN1C(=O)NC(Cc2ccccc2)C1=O (centres undefined) | 5 | 3 | -1 | -2 | 7 | -14 | -5 | -6 | 7 | 4 | 2
COc1ccccc1C(=O)NCc1ccccn1 | 10 | -2 | -1 | -8 | 12 | 2 | 10 | 10 | -7 | -24 | 0
O=C(NCc1ccccc1)C1(C(F)(F)F)CC(CCCO)CCCO1 (centres undefined) | -11 | -19 | 5 | 3 | 17 | 1 | -3 | -2 | 4 | -15 | 11
CCOC(=O)c1sc2ncnc(N3CCN(C)CC3)c2c1C | -17 | -10 | -10 | -9 | 1 | -16 | -2 | 1 | 6 | -21 | 3
O=C(C1CC(=O)N(c2ccc3c(c2)OCCO3)C1)N1CCN(c2ccccc2O)CC1 (centres undefined) | 11 | -21 | 13 | -4 | 11 | 0 | 15 | -12 | 14 | -6 | 11
COc1ccc(NC(=O)/C(N=Nc2cc(S(=O)(=O)Nc3ccc(OC)cc3)ccc2OC)=C(\C)O)cc1 | -14 | -9 | -3 | 0 | -27 | 3 | 6 | -2 | -24 | -10 | 6
C=CCNC(=O)CC(=O)N/N=C/c1cccc(Br)c1 | 4 | 15 | -9 | 2 | 7 | 1 | -31 | 9 | 2 | -33 | 4
CC1CCCCN1C(=O)c1cc2nc(-c3ccccc3)cc(-c3ccccc3)n2n1 (centres undefined) | 44 | -6 | -1 | 1 | -12 | 19 | -2 | -11 | 6 | -12 | -6
CCOC(=O)NC(=O)c1cn(Nc2ncc(Cl)cc2C(F)(F)F)c(=O)[nH]c1=O | 22 | -10 | 4 | 10 | 8 | 14 | 13 | -3 | 8 | 7 | 4
O=C(OCC(=O)N1c2ccccc2Sc2ccccc21)C1CC(=O)N(Cc2ccco2)C1 (centres undefined) | 4 | -7 | -10 | 4 | -5 | 6 | 11 | -2 | -1 | 5 | 4
C/C=C(\C)C(=O)NCCN1C2=NC[C@H](C(C)C)N2C[C@@H]1Cc1ccc(OC)cc1 | -7 | 5 | 16 | -4 | -2 | -28 | 5 | 1 | -4 | 3 | 10
CS(=O)(=O)N(CCC#N)Cc1ccco1 | 19 | 0 | 1 | -1 | 16 | 2 | 14 | 4 | -4 | -15 | 10
Cc1cccc(-n2c(=O)c(C#N)cc3c(=O)n4ccccc4nc32)c1 | -2 | -8 | 8 | -10 | -8 | -7 | 6 | -24 | 1 | -18 | 1
COc1ccc(S(=O)(=O)/C(C#N)=C/Nc2ccccc2F)cc1 | 14 | -18 | 2 | -13 | 13 | 14 | -8 | -4 | -1 | -27 | -4
COc1ccc(S(=O)(=O)N2CCN(C/C=C/c3ccccc3)CC2)cc1F | -5 | 8 | -7 | -4 | 10 | 6 | 7 | 4 | 6 | 12 | 4
CCOC(=O)Cc1csc(NC(=O)C2C3C=CC(C3)C2C(=O)O)n1 (centres undefined) | -7 | -16 | -3 | 2 | 7 | -14 | -5 | 0 | -1 | 10 | 5
Cc1cccc(N2CCN(C(=O)C3CC(=O)N(c4ccc5c(c4)OCCO5)C3)CC2C)c1 (centres undefined) | 38 | -9 | 20 | -2 | 13 | 14 | -10 | -7 | 11 | -22 | 12
C=CCN(C(=O)c1cccc(C(F)(F)F)c1)C1(C(=O)Nc2ccccc2)CCN(C(C)C)CC1 | -8 | 13 | 2 | -4 | 5 | 26 | 26 | -3 | -2 | -56 | 8
Cc1ccc(OCc2nc(C#N)c(NCc3ccc4c(c3)OCO4)o2)cc1 | 2 | -6 | 4 | -3 | -3 | 21 | -5 | -7 | 3 | -2 | 11
O=C(NC1CCCCC1)NC1CC2CCCC(C1)N2C1CCCC1 (centres undefined) | 3 | -2 | 1 | 3 | 12 | 0 | 1 | 5 | -7 | -15 | -9
Cc1cc(=O)c2ccccc2[nH]1 | 8 | -1 | -8 | -5 | 5 | 9 | -10 | 9 | -3 | 0 | -1
CS(=O)(=O)c1ccc(-c2nnn(CC(=O)Nc3ccc4c(c3)OCCO4)n2)cc1 | 44 | -19 | -6 | -10 | -13 | 35 | 0 | -2 | -1 | 7 | 5
CC(=O)Nc1cccc(-c2ccnc3c2CC(C)(C(=O)NCc2ccc(N(C)C)cc2)O3)c1 (centres undefined) | -11 | 9 | 2 | 2 | 13 | 24 | 7 | · | · | 3 | 26
CC1(C)CC[C@]2(C(=O)O)CC[C@]3(C)C(=CCC4[C@@]5(C)CC[C@H](O)C(C)(C)C5CC[C@]43C)C2C1 (some centres undefined) | 27 | 1 | -24 | -1 | 10 | 12 | -22 | 9 | 8 | 4 | -6
Clc1cccc(Cc2c(C3CCCCC3)nc3ccc(Cl)cn23)c1 | 7 | -5 | -4 | -18 | -1 | 3 | 2 | · | · | -17 | -10
C/C(=C(/NC(=O)c1ccccc1)C(=O)O)c1ccco1 | 87* | 6 | 11 | -1 | -1 | 6 | 16 | 4 | -5 | -20 | 1
Cc1c(NC(=S)NC(NC(=O)C(C)C)C(Cl)(Cl)Cl)c(=O)n(-c2ccccc2)n1C (centres undefined) | 1 | 2 | -14 | 8 | -5 | 7 | -6 | -2 | -5 | 18 | 16
COc1ccc(C2=CC(c3ccco3)n3ncnc3N2)cc1 (centres undefined) | -13 | -5 | -10 | 21* | · | 2 | 0 | 28* | -1 | · | 15
O=[N+]([O-])C(=C1Nc2ccccc2N1)C(Cl)=C(Cl)Cl | 4 | -38 | -3 | 3 | -36 | -12 | 20 | -3 | -2 | -25 | -14
N/C(Cn1cncn1)=N\NC(=O)c1ccc(Cl)cc1Cl | -10 | -62 | 0 | 4 | 9 | -17 | 18 | 12 | -3 | 6 | 1
COc1ccc(N(CC(=O)Nc2cc(OC)ccc2OC)S(=O)(=O)c2c(C)nn(C)c2C)cc1 | 1 | -4 | -3 | 1 | -3 | -1 | -4 | -2 | 3 | -12 | 1
COc1cc(-c2ncc3ccccn23)cc(OC)c1OC | 12 | -6 | 7 | -8 | -7 | -7 | 3 | 0 | 9 | 24 | -8
COc1ccc(NCC(=O)N/N=C/c2ccc3c(c2)OCCO3)cc1 | 15 | -57 | 5 | 5 | -20 | -11 | -44 | -4 | -5 | -11 | -40
CCOc1cc(-c2ccccc2)nc(N)n1 | -20 | -42 | -1 | -14 | -53 | -62 | -55 | -1 | -19 | -83 | -42
O=C(c1nc(SCc2ccc([N+](=O)[O-])cc2)n2ccccc12)C(F)(F)F | -3 | 0 | 1 | 8 | -12 | 0 | 7 | -14 | 6 | 14 | 7
CCC(C)c1ccc(OCCCCN2CCOCC2)cc1 (centres undefined) | -16 | -40 | -1 | 0 | -10 | -2 | -2 | 5 | -4 | -9 | -7
Cc1cccc(OCC(=O)Nc2ccccc2C(F)(F)F)c1 | -11 | -15 | 14 | 5 | -18 | -23 | 2 | -5 | -7 | -4 | -8
Cc1cnc(C(=O)OCC(=O)c2c[nH]c3ccccc23)cn1 | 13 | -2 | -5 | -9 | -9 | -15 | -12 | -18 | -5 | -19 | -1
CCOc1cccc2cc(C(N)=O)c(=NCc3ccccc3)oc12 | -15 | -6 | -14 | 0 | 2 | -34 | 20 | 7 | 7 | -3 | 6
COc1ccc2c(c1)C(C1=C(O)CC(C)(C)CC1=O)C1=C(CC(C)(C)CC1=O)O2 (centres undefined) | 5 | -31 | 22 | -2 | 7 | -10 | -10 | -13 | -4 | -3 | -5
NCCc1c(-c2ccccc2)n(-c2ccccc2)c2ccccc12 | -22 | -13 | -11 | 9 | 7 | -14 | 21 | 2 | -12 | -15 | 16
O=C(NCCC1CCCCN1S(=O)(=O)c1ccccc1)C(=O)NC1CC1 (centres undefined) | -4 | 0 | 1 | 2 | -8 | -5 | 22 | -1 | -2 | -13 | 9
C=Cc1cccc(NC(=O)c2ccc(NC(=O)c3ccco3)cc2)c1 | -21 | -29 | 26 | -8 | -7 | -20 | -18 | 1 | 15 | -4 | -10
Cc1cc(C(=O)N/N=C/c2ccco2)c2ccccc2n1 | 8 | 6 | -2 | 4 | 19 | 24 | 16 | 4 | 5 | 10 | 7
O=S(=O)(N/N=C/c1ccc(F)cc1)c1ccccc1 | 35 | -8 | 19 | 9 | 0 | 5 | 13 | 11 | -6 | 13 | 1
COC(=O)c1cc(C(=O)N2CCN(c3ccccc3OC)CC2)cc([N+](=O)[O-])c1 | -1 | -7 | -18 | 8 | -5 | 20 | 0 | 10 | 9 | -7 | 8
COCCNC(=O)c1ccc(S(=O)(=O)c2ccc(Cl)cc2)c(NC(C)=O)c1 | 0 | -7 | -11 | 3 | -2 | -4 | -14 | -6 | 6 | -23 | 4
Cc1ccc(C(=O)COC(=O)CSc2cccc3cccnc23)c(C)c1 | -6 | -6 | -2 | 5 | 8 | -3 | 7 | -12 | -37 | -9 | 7
CCCNS(=O)(=O)c1ccc(OCC(=O)OC)cc1 | -5 | -12 | -16 | -10 | -7 | 3 | 10 | -1 | 5 | 4 | 7
COC(=O)C1=C(CSc2nncn2C)NC(=O)NC1c1ccc(F)cc1 (centres undefined) | 29 | 4 | -10 | -6 | 0 | -8 | -8 | 2 | -3 | 0 | -17
COc1cc(CNC2CCCCCC2)cc(OC)c1 | 5 | 5 | -7 | -11 | -6 | -2 | 16 | 4 | 9 | 15 | -5
O=C(NCC(c1cccnc1)N1CCN(c2ccccc2F)CC1)c1ccccc1 (centres undefined) | 8 | -23 | 9 | -9 | 14 | 6 | -19 | 11 | 2 | -25 | 6
CCn1c(SCC(=O)NNC(=O)c2ccc(OC)cc2)nnc1C1CC1 | 1 | 4 | -10 | -2 | 22 | -8 | 2 | -6 | -5 | -10 | 2

3 entries picked at random from those above:
SMILES | TWEAK-Fn14 inh | NCOA1 inh | TRAIL sens C8 | NOD2 RIPK2 PPI | COUP-TFII inh | TROY signal inh | NCOA3 inh | TLR9-MyD88 inh | EBV LMP1 NFkB | SRC2 inh | NR5A2 inv ag
COC(=O)C1=C(CSc2nncn2C)NC(=O)NC1c1ccc(F)cc1 (centres undefined) | 29 | 4 | -10 | -6 | 0 | -8 | -8 | 2 | -3 | 0 | -17
O=C(NCC(c1cccnc1)N1CCN(c2ccccc2F)CC1)c1ccccc1 (centres undefined) | 8 | -23 | 9 | -9 | 14 | 6 | -19 | 11 | 2 | -25 | 6
CCCNS(=O)(=O)c1ccc(OCC(=O)OC)cc1 | -5 | -12 | -16 | -10 | -7 | 3 | 10 | -1 | 5 | 4 | 7
